Bioassay records deposited in PubChem BioAssay by several laboratories.
TRPC4 agonist: opens the mouse TRPC4 cation channel; B-score at 10 µM; HEK293 TRPC4beta/mu-opioid, Fluo4 calcium fluorescence; hits give high values; AID 2237; Q9QUQ5; 310,000 tested, 0.49% active;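 active means B-score above 5 SD of library B-scores, and initial fluorescence ratio not above library mean plus 5 SD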;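 further: positive B-score marks a calcium rise read as TRPC4 activation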
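System – HEK293 cells stably co-expressing mouse TRPC4beta and mu-opioid receptor · Signal – Fluo4 calcium-sensitive dye fluorescence, kinetic, 1 Hz baseline · Benchmarks – buffer (low) and maximal DAMGO (high) · Read-out – B score of integrated fluorescence ratio per well · Incubation – dye loading 45 min room temperature, 110 s kinetic read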
TRPC6 act: mouse TRPC6 channel activation; Q61143; HEK293-TRPC6 membrane potential dye fluorescence; hits give high values; B-score at 10 µM; 310,000 tested, 0.13% active; AID 2550;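 active means B-score of the integrated fluorescence ratio above library mean plus 3 SD, and starting fluorescence ratio within library mean plus 5 SD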;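 further: higher score means more depolarization so channel activation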
TRPC4 PAM: TRPC4 (mouse) allosteric potentiation | HEK293 TRPC4beta/mu-opioid, DAMGO EC20, Fluo-4 Ca2+ flux; hits give high values | B-score at 10 µM | 310,000 tested, 0.42% active;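 active means B-score of calcium response area above 5 SD of library B-scores, with initial fluorescence ratio within 5 SD of library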;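 further: B-score of integrated fluorescence ratio over time as area under calcium response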
AI-2 QS modul: modulators of Vibrio harveyi AI-2 quorum sensing system. AID 2094. 300,000 tested, 0.4% active. Vibrio harveyi JMH597 AI-2 luminescence/OD600 ratio, 9 h; hits give low values; strain lacks LuxN and CqsS sensors; 0 = neutral-control median. activity change, % at 7.5 µM; in the data active means activity change below about -75%, passing the limit was not always enough;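 further: luminescence divided by OD600 gain over 9 h not by final OD600 alone; inactives centre near 13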
TRPC6 inh: mouse TRPC6 channel inhibition; 310,000 tested, 1.1% active; Q61143; HEK293-TRPC6, membrane potential dye, ACh-evoked depolarization; hits give low values; B-score at 10 µM;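 active means B-score under library mean minus 3 SD, initial fluorescence not abnormally high, positive integrated signal ratio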;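 further: B-score derived from integrated fluorescence ratio over the kinetic read; more negative B-score means stronger inhibition of depolarization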
MrgX1 allo act: allosterically activates human MrgX1 receptor signaling. Q96LB2. MrgX1-HEK293, Fluo-4 calcium flux, FDSS; hits give high values. B-score at 10 µM. 310,000 tested, 0.63% active. AID 588675;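 active means plate-corrected calcium response at least 3 library SD above typical, normal starting fluorescence, not activating the receptor alone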;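 further: compound read alongside a low EC10 to EC30 dose of BAM8-22 agonist; peak minus trough fluorescence over baseline measured at the second addition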
Target sequence (Q96LB2 whole entry, looked up): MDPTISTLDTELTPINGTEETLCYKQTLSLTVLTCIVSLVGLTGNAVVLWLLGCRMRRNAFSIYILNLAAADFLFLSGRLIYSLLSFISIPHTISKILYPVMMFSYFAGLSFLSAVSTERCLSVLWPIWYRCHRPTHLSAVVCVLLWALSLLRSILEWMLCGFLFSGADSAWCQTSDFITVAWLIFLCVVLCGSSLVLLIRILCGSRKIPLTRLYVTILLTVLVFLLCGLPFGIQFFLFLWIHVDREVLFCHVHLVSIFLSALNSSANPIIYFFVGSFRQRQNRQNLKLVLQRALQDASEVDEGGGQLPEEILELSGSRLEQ
HIF activator: HIF pathway transcriptional activation; U2OS HRE-luciferase reporter, luminescence; normalized: DMSO 0%, desferrioxamine 100%; activation, % at 7.5 µM (by protocol); 300,000 tested, 0.32% active; AID 1910;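 active means mean activation of at least 10% of the iron chelator positive control signal, with at least half of replicates also reaching 10%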
MrgX1 ag: agonists of human MrgX1 receptor | MrgX1-HEK293 cells, Fluo-4 calcium fluorescence, agonist mode; hits give high values | B-score at 10 µM | Q96LB2 | 310,000 tested, 0.44% active;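 active means calcium response B-score plate-corrected fluorescence ratio at least 3 library SD, with starting fluorescence B-score inside 5 SD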
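Assay system: stable human MrgX1 HEK293 cell line. Quantity: 15,000 cells per well. Schedule: cells plated overnight, dye loaded 0.5 h 37 °C, 0.5 h room temperature. Detection: Fluo-4 NW calcium-flux fluorescence, kinetic read. Read-out basis: peak-minus-minimum fluorescence over baseline, converted to B scores. Control set: positive and negative control wells on each plate.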
TRPC4 block: TRPC4 (mouse) channel inhibition; Q9QUQ5; HEK293 TRPC4beta/mu-opioid, DAMGO-evoked Fluo4 calcium flux; hits give low values; B-score at 10 µM; 300,000 tested, 0.39% active;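 active means B-score over 3 SD under the library average, no early fluorescence shift, positive overall ratio signal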
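Assay system: HEK293 cells with stable TRPC4beta plus mu-opioid receptor expression; Probe or stimulus: DAMGO in two steps, submaximal then maximal; Dosing: single-point compound dosing; Measured by: Fluo4 calcium-dye fluorescence, kinetic read; Read-out basis: B score from integrated Fluo4 fluorescence ratio.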
MrgX1 antag: antagonists of human MrgX1 receptor; B-score at 10 µM; 310,000 tested, 1.3% active; Q96LB2; MRGX1-HEK293 calcium flux, Fluo-4, BAM8-22 antagonism; hits give low values;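 active means calcium-response B-score plate-corrected more than 3 library SD below zero, starting fluorescence within 5 deviations, no agonist response on first addition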;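 further: peak minus trough fluorescence over baseline after final BAM8-22 challenge near maximal dose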
PolyA inhibitor: blocks polyadenylation in yeast reporter cells. S. cerevisiae SKY197-pL101 polyadenylation reporter, beta-gal luminescence; efflux-impaired pdr1/pdr3 knockout yeast; score 100 = 6 SD above DMSO. calls only at 12 µM. 300,000 tested, 0.02% active. AID 1875;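 active means lowest replicate activity score at least 50, where 100 means six control SD above control mean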;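 further: yeast exposed to compound for 9 h at 30 °C; higher score means more reporter readthrough which indicates perturbed polyadenylation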
The depositor's hits bear a star; i = inactive; nt = no result given. Only part of the results is shown; count on the stated rates, not on these rows.

Abbreviations – A = TRPC4 agonist; B = TRPC6 act; C = TRPC4 PAM; D = AI-2 QS modul; E = TRPC6 inh; F = MrgX1 allo act; G = HIF activator; H = MrgX1 ag; I = TRPC4 block; J = MrgX1 antag; K = PolyA inhibitor
canonical_smiles: Cc1cc(C)cc(OCC(=O)Nc2ccc3c(c2)C(=O)c2ccccc2C3=O)c1
  A: i; B: i; C: i; D: 8.4; E: i; F: i; G: 0.3; H: i; I: i; J: i; K: i

canonical_smiles: CC(=O)c1c(C)n([O-])c2ccccc2[n+]1=O
  A: i; B: i; C: i; D: -5.9; E: i; F: i; G: -0.1; H: i; I: i; J: i; K: i

canonical_smiles: CCc1ccccc1S(=O)(=O)Cc1ccc(C(=O)N2CCN(c3ccccn3)CC2)o1
  A: i; B: i; C: i; D: 11.7; E: i; F: i; G: nt; H: i; I: i; J: i; K: i

canonical_smiles: CC(Sc1n[nH]c(N)n1)C(=O)C12CC3CC(CC(C3)C1)C2 (stereo not drawn)
  A: i; B: i; C: i; D: 38.5; E: i; F: i; G: 0.1; H: i; I: i; J: i; K: i

canonical_smiles: CN(C)CCCN(Cc1cc2cc3c(cc2[nH]c1=O)OCCO3)C(=O)NC1CCCCC1
  A: i; B: i; C: i; D: 6.6; E: i; F: i; G: -0.3; H: i; I: i; J: i; K: i

canonical_smiles: CCc1nc(SCC(=O)NCC2CCCO2)c2c(=O)n(C)c(=O)n(C)c2n1 (stereo not drawn)
  A: i; B: i; C: i; D: -1.9; E: i; F: i; G: 0.5; H: i; I: i; J: i; K: i

canonical_smiles: O=S(=O)(c1cccc(-c2nnc(SC(F)F)n2-c2ccccc2)c1)N1CCCCC1
  A: i; B: i; C: i; D: 1.0; E: i; F: i; G: 0.1; H: i; I: i; J: i; K: i

canonical_smiles: Cc1ccc(S(=O)(=O)c2nc(-c3ccccc3Cl)oc2NCCCN2CCOCC2)cc1
  A: i; B: i; C: i; D: 16.4; E: i; F: i; G: 0.1; H: i; I: i; J: i; K: i

canonical_smiles: CC(/C=N/NC(=O)CNc1n[nH]c(=O)[nH]c1=O)c1ccccc1 (stereo not drawn)
  A: i; B: i; C: i; D: 7.1; E: i; F: i; G: -0.4; H: i; I: i; J: i; K: i

canonical_smiles: O=C(Nc1cc(C(F)(F)F)ccc1Cl)C(Sc1n[nH]c(=O)[nH]c1=O)c1ccccc1 (stereo not drawn)
  A: i; B: i; C: i; D: 78.2; E: i; F: i; G: -0.2; H: i; I: i; J: i; K: i

Only TRPC6 act (2 entries from above):
Molecule | TRPC6 act
CCc1nc(SCC(=O)NCC2CCCO2)c2c(=O)n(C)c(=O)n(C)c2n1 (stereo not drawn) | i
O=S(=O)(c1cccc(-c2nnc(SC(F)F)n2-c2ccccc2)c1)N1CCCCC1 | i

Other compounds follow:
Abbreviations – A = TRPC4 agonist; B = TRPC6 act; C = TRPC4 PAM; D = AI-2 QS modul; E = TRPC6 inh; F = MrgX1 allo act; G = HIF activator; H = MrgX1 ag; I = TRPC4 block; J = MrgX1 antag; K = PolyA inhibitor
canonical_smiles: CN(C)c1ccc(NC(=O)CN2CCC(NC(=O)C3CCCCC3)CC2)cc1
  A: i; B: i; C: i; D: 8.0; E: i; F: i; G: -1.7; H: i; I: i; J: i; K: i

canonical_smiles: COc1ccc(SCCC(=O)NCc2ccncc2)cc1
  A: i; B: i; C: i; D: 9.7; E: i; F: i; G: -0.4; H: i; I: i; J: i; K: i

canonical_smiles: O=C(NCCc1ccc(C(F)(F)F)cc1)C1CCC(=O)N(C2CC2)C1 (stereo not drawn)
  A: i; B: i; C: i; D: 3.1; E: i; F: i; G: -0.7; H: i; I: i; J: i; K: i

canonical_smiles: CCOC(=O)N1CCN(C(=O)C2CCCN(S(=O)(=O)c3cc(C)ccc3OC)C2)CC1 (stereo not drawn)
  A: i; B: i; C: i; D: 7.4; E: i; F: i; G: nt; H: i; I: i; J: i; K: i

canonical_smiles: CCN(CC)C(=O)C(=O)c1cccn1-c1cccc(-n2cccc2C(=O)C(=O)N(CC)CC)c1C#N
  A: i; B: i; C: i; D: 18.1; E: i; F: i; G: -0.9; H: i; I: i; J: i; K: i

canonical_smiles: COc1ccc2c(Cl)c(C(=O)NCCCn3ccnc3)sc2c1
  A: i; B: i; C: i; D: 22.9; E: i; F: i; G: 0.3; H: i; I: i; J: i; K: i

canonical_smiles: Cc1ccc(NC(=S)Nc2cccc(-c3n[nH]c(=S)o3)c2)cc1
  A: i; B: i; C: i; D: 20.6; E: i; F: i; G: -3.5; H: i; I: i; J: i; K: i

canonical_smiles: CCOC(=O)C1=C(COc2ccccc2)NC(=O)NC1c1cccc([N+](=O)[O-])c1 (stereo not drawn)
  A: i; B: i; C: i; D: 23.6; E: i; F: i; G: -3.4; H: i; I: i; J: i; K: i

canonical_smiles: COc1ccccc1NC(=S)N/N=C1\CC(C)(C)Oc2ccc(O)cc21
  A: i; B: i; C: i; D: 26.9; E: i; F: i; G: -0.2; H: i; I: nt; J: i; K: i

canonical_smiles: CCOC(=O)c1c(NC(=O)CCC(=O)N2CCOCC2)sc2c1CC(C)(C)OC2
  A: i; B: i; C: i; D: 10.7; E: i; F: i; G: 0.4; H: i; I: i; J: i; K: i

canonical_smiles: COc1cc(C(=S)N2CCOCC2)cc(OC)c1OS(=O)(=O)c1ccc(C)cc1
  A: i; B: i; C: i; D: 4.4; E: i; F: i; G: -1.8; H: i; I: i; J: i; K: i

canonical_smiles: COCCOc1cnn(-c2cc(Oc3ccc(C)cc3)ncn2)c(=O)c1Cl
  A: i; B: i; C: i; D: 13.6; E: i; F: i; G: 0.1; H: i; I: i; J: i; K: i

canonical_smiles: CCN(CC)S(=O)(=O)c1ccc(-c2nnc(SCC(=O)N3CCc4ccccc43)o2)cc1
  A: i; B: i; C: i; D: 30.6; E: i; F: i; G: 0.1; H: i; I: i; J: i; K: i

2 entries picked at random from the list so far:
Abbreviations – A = TRPC4 agonist; B = TRPC6 act; C = TRPC4 PAM; D = AI-2 QS modul; E = TRPC6 inh; F = MrgX1 allo act; G = HIF activator; H = MrgX1 ag; I = TRPC4 block; J = MrgX1 antag; K = PolyA inhibitor
canonical_smiles: CCN(CC)S(=O)(=O)c1ccc(-c2nnc(SCC(=O)N3CCc4ccccc43)o2)cc1
  A: i; B: i; C: i; D: 30.6; E: i; F: i; G: 0.1; H: i; I: i; J: i; K: i

canonical_smiles: O=C(NCCc1ccc(C(F)(F)F)cc1)C1CCC(=O)N(C2CC2)C1 (stereo not drawn)
  A: i; B: i; C: i; D: 3.1; E: i; F: i; G: -0.7; H: i; I: i; J: i; K: i
